POLK inh – DNA polymerase kappa (human) inhibition; Q9UBT6; purified Pol kappa, fluorescent DNA synthesis assay, 10 min; Potency, µM (highest dose often 107 µM), for the others: at the highest dose activity, negative = inhibition, usual class: inhibitors; 400,000 tested, 0.53% active; note: potency is the fitted concentration of half-maximal effect; % is set by controls: 0 for no effect and ±100 for the full control effect
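Pol kappa 10 nM + cpd, 15 min RT; start w/ substrate 50 nM final; fluorescence kinetic read, 0 and 10 min. Neg ctrl: buffer, no enzyme.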
POLI inh – inhibitors of human DNA polymerase iota; Pol iota fluorescent replication assay, 10 min; Potency, µM (highest dose often 115 µM), without a hit: at the top dose activity, negative = inhibition, actives largely listed as inhibitors; 390,000 tested, 1% active; note: potency is the fitted concentration of half-maximal effect
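Fluorescent replication assay read twice, at 0 min and 10 min after adding 50 nM (final) substrate. Enzyme (10 nM) and compounds were first incubated 15 min at room temperature; enzyme-free buffer wells were negative controls.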
Pol beta inh – blocks human DNA polymerase beta activity; 340,000 tested, 1.3% active; P06746; Potency, µM (series often up to 114 µM), inactives show at the top dose activity change, negative = inhibition, hits mostly inhibitors; Pol beta primer extension/strand displacement, fluorescence kinetic; note: potency is the fitted concentration of half-maximal effect; % is set by controls: 0 for no effect and ±100 for the full control effect
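Homogeneous kinetic assay of primer extension and strand displacement by 10 nM Pol beta, preincubated 15 min at room temperature with compound before 50 nM substrate (final) was added. Read at 0 and 10 min; four-parameter Hill fit.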
12-LOX inh – inhibitors of human 12S-lipoxygenase ALOX12; AID 1671190; Potency, µM (titrated, usually from 108 µM), inactives show at the top dose activity change, negative = inhibition, actives largely listed as inhibitors; P18054; purified 12hLO, xylenol orange hydroperoxide absorbance; 580,000 tested, 1.1% active; note: potency is the fitted concentration of half-maximal effect; % is set by controls: 0 for no effect and ±100 for the full control effect
Target sequence (P18054 whole entry, looked up): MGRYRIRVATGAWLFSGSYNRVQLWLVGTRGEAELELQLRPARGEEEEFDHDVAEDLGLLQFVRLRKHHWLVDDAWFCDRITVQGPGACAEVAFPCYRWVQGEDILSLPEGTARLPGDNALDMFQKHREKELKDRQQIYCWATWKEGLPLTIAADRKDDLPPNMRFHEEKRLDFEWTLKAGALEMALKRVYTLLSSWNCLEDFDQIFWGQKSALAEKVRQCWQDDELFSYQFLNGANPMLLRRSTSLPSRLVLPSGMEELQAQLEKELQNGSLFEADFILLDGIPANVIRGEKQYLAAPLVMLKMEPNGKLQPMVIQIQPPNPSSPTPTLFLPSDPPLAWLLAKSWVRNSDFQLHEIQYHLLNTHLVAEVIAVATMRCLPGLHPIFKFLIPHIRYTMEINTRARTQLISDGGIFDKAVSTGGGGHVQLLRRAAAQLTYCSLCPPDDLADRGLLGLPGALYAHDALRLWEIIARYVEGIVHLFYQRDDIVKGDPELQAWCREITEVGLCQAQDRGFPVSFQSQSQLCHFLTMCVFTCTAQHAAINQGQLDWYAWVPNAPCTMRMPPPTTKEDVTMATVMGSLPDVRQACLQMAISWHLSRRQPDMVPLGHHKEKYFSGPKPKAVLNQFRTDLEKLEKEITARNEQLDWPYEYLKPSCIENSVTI
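Hydroperoxide product was detected by ferrous iron/xylenol orange as the 573 to 405 nm absorbance ratio. Arachidonic acid at 40 uM (final) was turned over for 30 min at room temperature by 150 nM human 12hLO, pH 7.0 Hepes buffer, after 15 min compound preincubation.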
Anesthetic bind – candidate novel general anesthetic via apoferritin binding; apoferritin/1-aminoanthracene competitive binding, fluorescence; Potency, µM (titrated, usually from 77.5 µM), inactives show at the top dose activity change, negative = displacement, usual class: inhibitors; 350,000 tested, 0.074% active; AID 485281; note: potency is the fitted concentration of half-maximal effect; % is set by controls: 0 for no effect and ±100 for the full control effect; nearly all actives have a fitted effect of over 20% in size
Target sequence (P02791 2-175 limits assumed): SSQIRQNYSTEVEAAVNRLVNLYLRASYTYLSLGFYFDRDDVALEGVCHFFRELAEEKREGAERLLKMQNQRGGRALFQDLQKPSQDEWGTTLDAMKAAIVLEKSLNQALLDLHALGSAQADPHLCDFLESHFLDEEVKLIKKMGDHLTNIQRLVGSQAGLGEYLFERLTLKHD
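Horse-spleen apoferritin (10 uM) in 50% saturated 1-aminoanthracene in PBS was incubated 10 min at room temperature with compound. Fluorescence (ex 380, em 535 nm) was normalized to free and bound 1-AMA, with concentration-response fitted by a four-parameter Hill equation.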
BLM inh – inhibitors of human Bloom syndrome helicase BLM. 350,000 tested, 0.2% active. Potency, µM (doses to about 56.1 µM), without a hit: at the top dose activity change, negative = inhibition, usual class: inhibitors. P54132. recombinant BLM DNA unwinding, fluorescence dequenching;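 note: potency is the fitted concentration of half-maximal effect; plate controls were vehicle for no effect and no enzyme for full effect; nearly all actives have a fitted effect of over 35% in size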
TRHR agonist – TRH receptor (human) agonism; 360,000 tested, 0.18% active; activation, % at 2 µM; TRHR cells, calcium flux fluo-8, FDSS agonist mode; AID 493084; P34981; in the data active = activation above about 30%; note: 0% is about no effect
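Fluo-8-loaded TRHR cells; 10 s baseline, compound added, kinetic Ca2+ fluorescence read 1/s, agonist mode.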
APEX1 inh – inhibitors of human APE1 endonuclease; P27695; recombinant APE1, TAMRA/BHQ-2 abasic DNA cleavage fluorescence; Potency, µM (titrated, usually from 65.8 µM), inactives show at the top dose activity change, negative = inhibition, most hits filed as inhibitors; 350,000 tested, 0.35% active; AID 2517;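 note: potency is the fitted concentration of half-maximal effect; plate controls were vehicle for no effect and reference inhibitor for full effect; nearly all actives have a fitted effect of over 55% in size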
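Step 1: APE1 (0.75 nM) with compound, 15 min RT. Step 2: add 50 nM fluorophore/quencher THF duplex. Step 3: three fluorescence reads 60 s apart (525/598 nm); read 3 minus read 1 = reaction progress.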
ERG Ets-DNA blk – blocks human ERG Ets domain binding to DNA. 370,000 tested, 0.028% active. P11308. Potency, µM (top dose mostly 76.9 µM), inactives show top-dose FP activity, negative = inhibition, hits mostly inhibitors. fluorescence polarization, His-ERG Ets domain / labelled DNA; active = well fitted inhibition curve with a large enough effect in the polarisation, with a control signal flat; inconclusive = small, poorly fitted or top-dose-only effect, or effect the other way, or a change in a side signal; inactive = no such curve, though single readings can be large or run the other way; the % refers to the polarisation;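 note: polarization taken with two DNA probes labelled with fluorescein and Texas red; potency is the fitted concentration of half-maximal effect; % of control where 0% means no effect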
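His-tagged ERG Ets domain (1 uM in the protein solution; 300mM KCl, 50mM Tris-HCl, 1mM EDTA, 1mM DTT, pH 7.5) received compound, then a probe mix of 5 nM fluorescein-DNA and 100nM Texas-615-DNA. Fluorescence polarization was read for both dyes.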
Starred values were filed as active, the others as inactive; ? = inconclusive; nt = no result given; & = joins results of further samples; [ ] = remark or other dose. Unless noted, calls come from the whole dose curve; as a rule, active = well fitted curve in the direction sought with a large enough effect; inconclusive = small, poorly fitted or top-dose-only effect, or another doubt; inactive = no such curve, though single readings can be large; an effect the other way counts as inactive or inconclusive. An excerpt, so the mix of outcomes need not match the whole.

SMILES	POLK inh	POLI inh	Pol beta inh	12-LOX inh	Anesthetic bind	BLM inh	TRHR agonist	APEX1 inh	ERG Ets-DNA blk
O=C(CSc1nnc(-c2ccccc2)o1)Nn1cnnc1	0%	-25%	29%	-2%	-5%	-1%	0.6	13%	5%
COc1ccc(-n2nc(C(=O)NCC(=O)N(C)Cc3ccccc3)c3ccccc3c2=O)cc1	-7%	131%[activator]	19%	-11%	-15%	-7%	-0.4	4%	-2%
O=C(O)CC/C(=N\Nc1ccccc1[N+](=O)[O-])c1cccs1	-3%	-5%	-8%	nt	-3%	-6%	-0.3	30%	-4%
CCOC(=O)/C(C#N)=C\C1=C(N2CCCC2)CC(C)(C)OC1	1%	13%	-12%	0%	-6%	7%	0.6	14%	4%
CCc1ccc(NC(=O)c2cc3sc(Cl)cc3n2C)cc1	-4%	-2%	14%	-21%	3%	-3%	-0.4	nt	3%
Cc1[nH]c2ccc(C(=O)OCC(=O)NC3(C#N)CCCCC3)cc2c1C	-6%	3%	nt	-56%	nt	nt	-0.4	8%	2%
Cc1cccc(N2CCN(CCCNc3ncnc4onc(-c5ccc(Cl)cc5)c34)CC2C)c1 (stereo not drawn)	-17%	53%[activator]	-1%	7%	-2%	-3%	0.2	nt	0%
COc1ccccc1C(=O)Nc1ccc(NC(=O)C2CCCCC2)nc1	0%	71%[activator]	53%	-12%	2%	-1%	0.8	-3%	-7%
Cc1ccc2[nH]c(-c3cccc(F)c3)cc(=O)c2c1	-16%&-1%	6%	-1%	10%	-12%[163 µM]	0%[120 µM]	0.2	-2%[120 µM]	14%
Cc1ccc(NC(=O)C(C)NC(=O)OCc2ccccc2)cc1C (stereo not drawn)	-4%	25%	11%	0%	-3%	-1%	0.3	1%	14%
Cn1nc(OC(=O)Nc2ccc(Cl)cc2)cc1C(F)(F)F	nt	nt	21%	nt	-4%	1%	-0.6	0%	nt
COc1cccc(-n2c(CN3CCN(Cc4ccccc4)CC3)nc3ccc([N+](=O)[O-])cc3c2=O)c1	nt	nt	0%	-28%	2%	3%	-0.1	3%	nt
Cc1cc(C)n(C(C)Sc2ccccc2)n1 (stereo not drawn)	16%	25%	nt	-3%	nt	nt	-0.2	4%	8%
CCOC(=O)C1NN=C(C(=O)c2ccccc2)C1c1ccccc1 (stereo not drawn)	-13%	7%	2%	-7%	-9%	-7%	-0.6	7%	nt
CC(C)=NNc1nc2c(c(=O)[nH]c(=O)n2C)n1CCc1ccccc1	-32%	?	-13%	-16%	-9%	-7%	-0.2	-1%	-6%
CCCc1ccc(-c2cc(N)n[nH]2)cc1	-2%	0%	6%	0%	?	-13%	0.5	12%	-1%
O=C1N(CN2CCOCC2)c2ccccc2C12OCC(CCl)O2 (stereo not drawn)	5%	-11%	12%	89%[activator]	-5%	0%	-0.2	14%	14%
Cc1cnc(NC(=O)c2cncc(Br)c2)s1	6%	31%[activator]	-8%	2%	0%	-7%	-1.5	-1%	-5%
CNC(=O)c1nc(C)c(C2(C)CC(c3cccc([N+](=O)[O-])c3)=NO2)s1 (stereo not drawn)	7%	9%	-1%	2%	-15%	-1%	0.0	-11%	-2%
CS(=O)(=O)N1CCN(S(=O)(=O)c2ccccc2[N+](=O)[O-])CC1	-8%	110%[activator]	3%	8%	-2%	-3%	1.2	5%	2%

3 entries from above in a different format.
COc1ccc(-n2nc(C(=O)NCC(=O)N(C)Cc3ccccc3)c3ccccc3c2=O)cc1
  POLK inh: -7%
  POLI inh: 131%[activator]
  Pol beta inh: 19%
  12-LOX inh: -11%
  Anesthetic bind: -15%
  BLM inh: -7%
  TRHR agonist: -0.4
  APEX1 inh: 4%
  ERG Ets-DNA blk: -2%
COc1ccccc1C(=O)Nc1ccc(NC(=O)C2CCCCC2)nc1
  POLK inh: 0%
  POLI inh: 71%[activator]
  Pol beta inh: 53%
  12-LOX inh: -12%
  Anesthetic bind: 2%
  BLM inh: -1%
  TRHR agonist: 0.8
  APEX1 inh: -3%
  ERG Ets-DNA blk: -7%
Cc1cccc(N2CCN(CCCNc3ncnc4onc(-c5ccc(Cl)cc5)c34)CC2C)c1 (stereo not drawn)
  POLK inh: -17%
  POLI inh: 53%[activator]
  Pol beta inh: -1%
  12-LOX inh: 7%
  Anesthetic bind: -2%
  BLM inh: -3%
  TRHR agonist: 0.2
  APEX1 inh: nt
  ERG Ets-DNA blk: 0%

Whole records, quoted from the list. Order of screens: POLK inh | POLI inh | Pol beta inh | 12-LOX inh | Anesthetic bind | BLM inh | TRHR agonist | APEX1 inh | ERG Ets-DNA blk
Results for COc1cccc(-n2c(CN3CCN(Cc4ccccc4)CC3)nc3ccc([N+](=O)[O-])cc3c2=O)c1 : nt | nt | 0% | -28% | 2% | 3% | -0.1 | 3% | nt
Results for CS(=O)(=O)N1CCN(S(=O)(=O)c2ccccc2[N+](=O)[O-])CC1 : -8% | 110%[activator] | 3% | 8% | -2% | -3% | 1.2 | 5% | 2%
Results for Cc1cnc(NC(=O)c2cncc(Br)c2)s1 : 6% | 31%[activator] | -8% | 2% | 0% | -7% | -1.5 | -1% | -5%
Results for CCOC(=O)/C(C#N)=C\C1=C(N2CCCC2)CC(C)(C)OC1 : 1% | 13% | -12% | 0% | -6% | 7% | 0.6 | 14% | 4%

Additional records.
SMILES	POLK inh	POLI inh	Pol beta inh	12-LOX inh	Anesthetic bind	BLM inh	TRHR agonist	APEX1 inh	ERG Ets-DNA blk
COc1cc2[nH]c(=O)n(CCCCCC(=O)N3CCN(c4ccccn4)CC3)c(=O)c2cc1OC	-8%	5%	-3%	0%	-11%	1%	-1.0	2%	-3%
Cc1ccc(S(=O)(=O)c2nc(-c3ccccc3F)oc2N2CCCCC2)cc1	-5%	-21%	1%	-23%	3%	-5%	-2.1	nt	2%
CC1=NN(S(=O)(=O)c2ccc(Cl)cc2Cl)C(=O)c2ccccc2O1	-18%	28%	-3%	-7%	8%	-2%	0.7	-2%	-5%
CCOc1ccc(C(=O)O/N=C(\N)c2ccccn2)cc1OCC	2%	-8%	1%	-8%	-3%	-6%	-0.6	11%	-10%
O=C1OC(Nc2ccc(F)cc2F)c2ccccc21 (stereo not drawn)	-8%	-2%	1%	0%	-8%	2%	0.1	-3%	-4%
Cc1cc(OC(=O)c2c(F)cc(F)cc2F)nc(C)n1	-4%	-3%	10%	-6%	-1%	-3%	0.3	-4%	5%
Cc1ccc(O)c(C(=O)c2cnn(C(=O)COc3ccccc3C#N)c2)c1	nt	nt	-17%	nt	2%	-1%	-0.5	0%	nt
Cc1ccc(-n2c(SCC(=O)c3ccccc3)nc3c([nH]c4ccccc43)c2=O)cc1	-4%[60.1 µM]	2%	12%	1%	-2%	2%	-0.3	nt	1%
O=C(Cn1nnc2ccccc2c1=O)N1CCOCC1	-2%	93%[activator]	6%	-10%	-1%	-1%	0.2	3%	3%
CCn1nnc(-c2ccccc2NS(=O)(=O)c2ccc(S(=O)(=O)N3CCCCCC3)cc2)n1	0%	9%	2%	1%	?	-2%	0.6	-6%	1%
CCOCCOC(=O)c1cccc(NC(=O)OCC)c1	-9%	8%	17%	-6%	-4%	2%	-0.5	7%	-4%
COCCSc1ccccc1C(=O)Nc1cc(C)cc(C)c1	-1%	21%	-24%	?	-12%	-4%	-1.4	1%	1%
CCOC(=O)N1CCN(CC(=O)Nc2nc3ccc(OC)cc3s2)CC1	5%	-26%	2%	45µM*	-10%	1%	-1.3	6%	11%
CCc1oc2c(C)c(O)ccc2c(=O)c1-c1ccc2ccccc2n1	-9%	33%[activator]	27%	-9%	-8%	0%	0.4	24%	-7%
Cc1ccc(-n2c(CNc3ccc(F)cc3)nnc2SCC(=O)N2CCOCC2)cc1	-2%	-5%	0%	0%	2%	4%	0.1	8%	-2%
COC(=O)C(NS(=O)(=O)c1cccc(S(=O)(=O)NC(C(=O)OC)c2ccccc2)c1)c1ccccc1 (stereo not drawn)	1%	40%[activator]	3%	0%	-14%	-3%	-0.7	28%	6%
COc1ccc(CCNC(=O)CN2C(=O)c3ccccc3C2=O)cc1	-12%	10%	-7%	7%	-15%	0%	0.4	7%	4%
CCOC(=O)c1ccccc1NC1CC(=O)N(c2ccccc2C)C1=O (stereo not drawn)	-17%	0%	12%	-4%	6%	-2%	0.0	2%	-3%
COCCN(C(=O)CSc1nnc(C)n1Cc1ccccc1)c1c(N)n(Cc2ccccc2)c(=O)[nH]c1=O	-4%	13%	-21%	nt	-3%	3%	0.3	3%	-8%
Brc1ccc(C2=Nn3c(Cn4nnc5ccccc54)nnc3SC2)cc1	-15%	8%	36%	?	-17%	0%	-0.1	18%	-6%
Oc1ccc(Nc2ncnc3c2oc2ccccc23)cc1	2%	?	21%	?	2%	-5%	-0.7	-2%	-4%
O=C(c1ccc(OC2CCN(Cc3ccccc3C(F)(F)F)CC2)cc1)N1CCCCC1	-11%	4%	-2%	?	-18%	-13%	0.3	7%	4%
O=C(Nc1ccnn1C1CCN(C/C=C/c2ccccc2)CC1)c1ccccc1Cl	-5%	16%	-23%	262%[activator]	-14%	0%	0.2	1%	-8%
CCC(CC)C(=O)c1c[nH]c(C(=O)NCC2CCCO2)c1 (stereo not drawn)	-1%	15%	-3%	-20%	-8%	0%	0.7	-2%	1%
CCCCN(c1ccccc1)c1ncnc2c1cnn2-c1cccc(C)c1	-3%[60.1 µM]	65%[activator]	26%	-17%	-4%	-2%	0.3	nt	4%
O=C(O)c1cccc(NC(=S)NC(NC(=O)c2cccc([N+](=O)[O-])c2)C(Cl)(Cl)Cl)c1 (stereo not drawn)	-9%	11%	?	?	0%	-10%	-0.4	?	-1%

Entries listed so far that bear a hit mark in 12-LOX inh.
smiles	POLK inh	POLI inh	Pol beta inh	12-LOX inh	BLM inh	TRHR agonist	APEX1 inh	ERG Ets-DNA blk
CCOC(=O)N1CCN(CC(=O)Nc2nc3ccc(OC)cc3s2)CC1	5%	-26%	2%	45µM*	1%	-1.3	6%	11%
